GAA glycogen = GAA glycogen-cleavage inhibition or activation; P10253; recombinant GAA, glycogen substrate, Amplex Red glucose oxidase fluorescence; Potency, µM (titrated, usually from 76.4 µM), for inactives: at the highest dose activity change, negative = inhibition, hits mostly inhibitors; 0.38% of 300,000 active;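 further: 0% = full enzyme reaction and -100% = no-enzyme basal signal; the screen sought inhibitors and activators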
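Recombinant enzyme (4 nM final) with compounds titrated up to 77 uM and bovine liver glycogen (30 ug) in citrate pH 5.0, 0.01% Tween-20, 37 C 40 min. Released glucose detected by Amplex Red/glucose oxidase (Ex 573/Em 610); AC50 from Hill fits.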
TRb-SRC2 inh = inhibitors of human thyroid hormone receptor beta-SRC2 interaction; P10828; TRbeta-SRC2 peptide binding, fluorescence polarization; receptor liganded with 1 µM T3; Potency, µM (doses to about 106 µM), for inactives: top-dose activity change, negative = inhibition, actives largely listed as inhibitors; 0.065% of 280,000 active; AID 1469;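 further: plate controls were bound peptide for no effect and peptide without receptor for full effect; nearly all actives have a fitted effect of over 50% in size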
Target sequence (P10828 whole entry, looked up): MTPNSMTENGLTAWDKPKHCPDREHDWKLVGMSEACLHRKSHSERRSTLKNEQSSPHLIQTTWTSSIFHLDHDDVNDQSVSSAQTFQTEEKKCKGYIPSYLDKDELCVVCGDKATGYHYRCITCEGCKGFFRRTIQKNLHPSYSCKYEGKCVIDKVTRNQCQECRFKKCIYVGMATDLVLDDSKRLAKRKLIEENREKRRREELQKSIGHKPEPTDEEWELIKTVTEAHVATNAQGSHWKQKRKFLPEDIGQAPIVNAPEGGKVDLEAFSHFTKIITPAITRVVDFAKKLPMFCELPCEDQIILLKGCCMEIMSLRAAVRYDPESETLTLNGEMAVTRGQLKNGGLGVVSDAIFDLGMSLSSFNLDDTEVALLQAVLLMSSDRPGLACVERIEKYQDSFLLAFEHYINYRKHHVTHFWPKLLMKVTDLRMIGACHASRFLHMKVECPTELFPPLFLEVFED
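Human TRb LBD (0.6 uM) plus Texas Red-labeled SRC2 peptide (20 nM), 1uM T3, 5% DMSO, 5 hr at ambient temperature. Decreased polarization (555/632 nm) flags inhibition; data normalized to free and bound peptide controls.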
TR SRC2 fluor cs = alters Texas Red total fluorescence, flagging assay interference | TRb/SRC2 Texas Red total fluorescence interference | Potency, µM (top dose mostly 106 µM), without a hit: top-dose fluorescence change, negative = quenching | 0.29% of 280,000 active | AID 1479; active means well fitted curve in either direction with a large enough effect; inconclusive means small, poorly fitted or top-dose-only effect
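Flags fluorescent or light-absorbing compounds by total fluorescence, S + 2P, at 555 nm excitation and 632 nm emission. Mixture: 20 nM Texas Red SRC2 peptide, 0.6 uM human TRb LBD, 1 uM T3, 5% DMSO; compound exposure 5 h at ambient temperature.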
aGlu spleen mod = inhibits or activates alpha-glucosidase in human spleen homogenate; P10253; human spleen homogenate, 4-MU-alpha-glucoside fluorescence; Potency, µM (series often up to 79.9 µM), for the others: at the top dose activity change, negative = inhibition, actives largely listed as inhibitors; 0.006% of 240,000 active;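 further: 0% = enzyme with vehicle and -100% = no enzyme basal signal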
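Human spleen homogenate (1 ug) incubated with compounds and 1 mM 4-methylumbelliferyl-alpha-D-glucopyranoside in pH 5.0 citrate/phosphate buffer, 37 C, 40 min. Stopped at pH 10; 4-MU fluorescence (Ex 365/Em 440 nm); AC50 by Hill fit.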
GAA inh = alpha-glucosidase (human) inhibition; Potency, µM (top dose mostly 76.9 µM), for the others: at the highest dose activity change, negative = inhibition, actives largely listed as inhibitors; purified human GAA, 4-MU-alpha-glucoside fluorescence; AID 1466; 0.005% of 200,000 active;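 further: plate controls were uninhibited enzyme wells for no effect and no-enzyme background for full effect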
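AC50 values come from Hill fits of compound titrations (up to 77 uM) against 4 nM human enzyme. Substrate 4-methylumbelliferyl-alpha-D-pyranoside at 400 uM, pH 5.0 citrate buffer, 20 min room temperature; fluorescence Ex 365/Em 440 after alkaline stop.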
RGS12 GoLoco inh = RGS12 GoLoco-Gai1 interaction inhibition. P63096. Gai1:RGS12 GoLoco peptide FP, rhodamine, 10 min. Potency, µM (titrated, usually from 61.6 µM), for inactives: top-dose activity, negative = inhibition, hits mostly inhibitors. 0.44% of 230,000 active. AID 880; active means well fitted inhibition curve with a large enough effect, not every such curve was filed as active; inactive means no such curve, though single readings can be large or run the other way; further: nearly all actives have a fitted effect of over 30% in size; many of its hits are not listed in these tables
Target sequence (P63096 whole entry, looked up): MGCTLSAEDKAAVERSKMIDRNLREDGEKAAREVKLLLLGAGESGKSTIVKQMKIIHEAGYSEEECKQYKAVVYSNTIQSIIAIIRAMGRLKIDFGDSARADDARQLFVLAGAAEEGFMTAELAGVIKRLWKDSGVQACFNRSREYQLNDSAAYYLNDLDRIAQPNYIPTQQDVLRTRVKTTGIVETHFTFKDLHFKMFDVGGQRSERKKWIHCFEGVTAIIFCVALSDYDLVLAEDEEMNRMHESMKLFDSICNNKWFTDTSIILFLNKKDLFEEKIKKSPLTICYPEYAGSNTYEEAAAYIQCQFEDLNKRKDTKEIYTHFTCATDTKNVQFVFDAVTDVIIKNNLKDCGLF
RECQ1 inh = blocks DNA unwinding by human RECQ1 | P46063 | 0.54% of 240,000 active | Potency, µM (highest dose often 57.3 µM), inactives show top-dose activity, negative = inhibition, hits mostly inhibitors | RECQ1 DNA unwinding, red fluorescence kinetic read;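 further: plate controls were vehicle for no effect and no enzyme for full effect; nearly all actives have a fitted effect of over 30% in size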
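50 nM RECQ1T1 preincubated 15 min with compound in Tris pH 8.0 buffer with MgCl2, DTT, Tween-20 and 2.5 ug/ml poly(dI-dC); started with 200 nM TAMRA/BHQ-2 forked duplex and 2 mM ATP. Unwinding read as fluorescence (525/598 nm), two reads 2 h apart.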
L3MBTL1 inh = L3MBTL1 (human) inhibition. 0.66% of 230,000 active. AID 485360. Potency, µM (series often up to 57.1 µM), inactives show at the top dose activity, negative = inhibition, hits mostly inhibitors. Q9Y468. AlphaScreen L3MBTL1–H3K9me1 peptide binding; further: nearly all actives have a fitted effect of over 60% in size
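Displacement of a biotinylated histone H3(1-15) peptide monomethylated at Lys9 (75 nM) from L3MBTL1 (50 nM) was measured by AlphaScreen after a 30 min room-temperature compound incubation; cefsulodin titration served as intraplate control.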
An asterisk follows results filed as active; i = inactive; u = inconclusive; x = no result given; & = joins results of further samples; [ ] = another dose, or the depositor's remark. Unless noted, the call rests on the fitted dose curve; in most records, active means well fitted curve in the direction sought with a large enough effect; inconclusive means small, poorly fitted or top-dose-only effect, or another doubt; inactive means no such curve, though single readings can be large; an effect the other way counts as inactive or inconclusive. Unless noted, on the % scale 0 is the no-effect control and ±100 the full control effect; potency means the concentration at half of the fitted maximal effect.

SMILES	GAA glycogen	TRb-SRC2 inh	TR SRC2 fluor cs	aGlu spleen mod	GAA inh	RGS12 GoLoco inh	RECQ1 inh	L3MBTL1 inh
O=C(CSc1nnc(CCc2nc3ccccc3[nH]2)n1-c1ccccc1)NCc1ccccc1	-3%	10%	1%	-4%	0%	-3%	0%	-4%
NS(=O)(=O)c1cc2c(cc1Cl)NC(C1CC3C=CC1C3)NS2(=O)=O (stereo not drawn)	x	-26%&-5%	u	10%	x	-16%&-8%	i	3%
O=C(CN(c1ccccn1)S(=O)(=O)c1ccccc1)Nc1ccccc1	-14%	3%	-1%	3%	-2%	-1%	-7%	3%
Brc1ccc(CSc2ncn[nH]2)cc1	-15%	1%	3%	8%	-1%	1%	-3%	0%
CC(=O)Nc1nc(CC(=O)c2ccccc2)cs1	-5%	3%	-3%	-14%	-3%	3%	0%	-1%
CN(C)c1ccc(C(=O)c2ccccc2C(=O)O)c(O)c1	12%	2%	-7%	-13%	-9%	-3%	i	10%
Cc1ccc(S(=O)(=O)N2CCC(C(=O)N[C@@H](C)C(=O)Nc3ccc4c(c3)OCO4)CC2)cc1	-5%	-23%	1%	0%	u	x	9%	6%
Cc1ccc(NC2c3ncccc3C(=O)N2Cc2cccs2)cc1C (stereo not drawn)	23%	4%	0%	0%	-3%	5%	13%	u
O=C/C(=C\Nc1ccccn1)c1nc2ccccc2o1	3%	-1%	-9%	0%	-7%	17%	0%	-3%
CCOC(=O)CNc1cccc(C(F)(F)F)c1	-4%	3%	-3%	x	-7%	2%	-5%	-18%
COc1ccc(/C=N/c2oc(-c3ccccc3)cc2C#N)cc1OC	25µM*	-8%	-3%	1%	3%	-13%	7%	-12%
COc1ccccc1-c1cc(N)n[nH]1	-13%	1%	4%	-1%	-13%	-4%	i	x
Cc1nc(/N=C(\N)NC(=O)N2c3ccccc3Sc3ccccc32)nc2ccccc12	9%	5%	2%	-11%	0%	17%	-6%	-17%
COc1ccccc1NC(=O)CC(NCc1ccccc1)C(=O)O (stereo not drawn)	6%	-7%	-10%	1%	1%	-4%	i	u
Cc1nn(Cc2ccc(Cl)cc2)c(C)c1NC(=O)C(c1ccccc1)c1ccccc1	-11%	0%	1%	-2%	-13%	0%	-4%	2%
O=C(C/C=N\OCc1ccc([N+](=O)[O-])cc1)Nc1ccccc1	14%	-4%	1%	-1%	4%	-2%	i	5%
O=C(O)C1Cc2c([nH]c3ccccc23)C(c2ccccc2)N1 (stereo not drawn)	x	-3%[11.2 µM]	-6%[11.2 µM]	7%[17.4 µM]	x	x	-4%[11.5 µM]	x
COCCCNC(=O)CN(Cc1ccc(Cl)cc1)S(C)(=O)=O	-5%	0%	-3%	-9%	-5%	11%	-13%	-1%
COc1ccc(OC)c(S(=O)(=O)Nc2cc(OC)c(Cl)cc2OC)c1	4%	-4%	-1%	-7%	-1%	5%	6%	x
CCOc1ccc(-n2c(Cc3cc(=O)[nH]c(=O)[nH]3)nnc2SCC(=O)Nc2nnc(C)s2)cc1	9%	2%	1%	-2%	1%	5%	i	8%
COC(=O)c1cccc(N(C(=O)CNC(=O)c2ccco2)C(C(=O)NC2CCCC2)c2ccco2)c1 (stereo not drawn)	3%	2%	4%	-1%	u	10%	-3%	8%
COc1cccc(C2=NOC(C(=O)NCc3ccccn3)C2)c1 (stereo not drawn)	9%	3%	-1%	-5%	10%	-2%	-8%	-2%
CCC(C)N(C(=O)COC(=O)CNC(=O)c1ccccc1F)C1CCS(=O)(=O)C1 (stereo not drawn)	7%	-5%	-2%	12%	4%	-12%	-2%	x
COC(=O)CN1C(=O)N/C(=C/c2cc(OC)c(OC)cc2C)C1=O	11%	0%	-1%	-2%	-6%	8%	1%	-5%
O=[N+]([O-])c1cc(-c2ccn[nH]2)ccc1Cl	0%	2%	-2%	-1%	-5%	4%	-14%	x
CCN1C(=O)S/C(=C\c2ccc(N3CCOCC3)cc2C)C1=O	-1%	2%	-2%	-6%	-5%	x	i	2%
Cc1ccc(NCc2cccnc2)cc1	-1%	-4%	2%	-5%	-4%	-17%	-3%	x
C/C(CC(=O)Nc1ccc(C)c(Cl)c1)=N\NC(=O)Cc1cccs1	3%	-5%	1%	-4%	x	8%	-8%	x
Cc1ccc(C(=O)NC(=S)Nc2cc(C(F)(F)F)ccc2Cl)cc1	7%	7%	1%	-3%	-8%	8%	-5%	-9%
Cc1ccc(S(=O)(=O)N2CCCN(S(=O)(=O)c3ccc(C)c(C)c3)CC2)cc1C	-3%	-4%	-5%	-3%	-32%	-1%	-13%	x
Cc1ccc(C(=O)NC(=S)N2CC(C)OC(C)C2)cc1[N+](=O)[O-] (stereo not drawn)	3%	5%	2%	2%	-1%	-2%	-4%	10%
Cc1ccc(S(=O)(=O)c2c(C)nn(C(C)(C)C)c2OC(=O)c2cccs2)cc1	-12%	5%	1%	-10%	-4%	12%	u	-6%
CC(NC(=O)C1CC12CCC2)c1ccccc1 (stereo not drawn)	-6%	0%	-1%	-5%	-4%	7%	i	0%
COC(=O)c1cc(N=Nc2c(C)[nH]c3ccccc23)cc(C(=O)OC)c1	10%	-6%	-8%	-1%	x	-9%	i	x
COc1ccc2oc(-c3cccc(NC(=O)CSc4ccc(Cl)cc4)c3)nc2c1	-3%	8%	-1%	-2%	u	17%	-13%	3%
O=[N+]([O-])c1ccc(O)c(/C=N/Nc2ccccn2)c1	-16%	-16%	-6%	-4%	u	9%	-7%	13µM*
CCOC(=O)Cc1c(C)nc2c(-c3ccc(Cl)cc3)c(C)nn2c1C	12%	1%	-3%	1%	u	9%	i	52%[activator]
C[C@@H](C(=O)N1CCNCC1)n1cc(CCCN=C(N)N)nn1	10%	-6%	2%	-3%	x	-7%	-19%	9%
CCCCOC(=O)CSc1nnc(N)s1	5%	8%	-1%	4%	-4%	5%	5%	-4%
CN(C)S(=O)(=O)c1ccc(NC(=O)N2CCOCC2)cc1	27%	1%	-2%	8%	4%	-5%	5%	5%
CC1=CCC[C@@H]2[C@@](C)(CC/C(C)=C/C(=O)O)[C@H](C)CC[C@@]12C	-6%	1%	0%	-1%	-4%	0%	i	1%
COc1cc(C2=NOC(C(=O)NCc3ccco3)C2)cc(OC)c1OC (stereo not drawn)	4%	7%	2%	-8%	-16%	3%	0%	-12%
COc1ccc(NS(=O)(=O)c2ccc(NC(=S)NC(=O)c3cccc(F)c3)cc2)nn1	-7%	7%	-2%	-7%	-3%	12%	i	-3%
Cc1nn(-c2ccccc2)c2sc(C(=O)N(CC(=O)NC(C)(C)C)Cc3ccco3)cc12	-10%	-1%	1%	-1%	-3%	5%	i	-10%
CCOc1ccc(-c2ccc(SCC(=O)NCC3CCCO3)nn2)cc1 (stereo not drawn)	-5%	-8%	-4%	x	-4%	9%	-1%	8%

Complete entries, quoted from the list. Order of screens: GAA glycogen | TRb-SRC2 inh | TR SRC2 fluor cs | aGlu spleen mod | GAA inh | RGS12 GoLoco inh | RECQ1 inh | L3MBTL1 inh
Entry for O=[N+]([O-])c1ccc(O)c(/C=N/Nc2ccccn2)c1 = -16% | -16% | -6% | -4% | u | 9% | -7% | 13µM*
Entry for CCOc1ccc(-c2ccc(SCC(=O)NCC3CCCO3)nn2)cc1 (stereo not drawn) = -5% | -8% | -4% | x | -4% | 9% | -1% | 8%

Just GAA inh and aGlu spleen mod, for some of the entries so far:
| compound | GAA inh | aGlu spleen mod |
| --- | --- | --- |
| COc1ccc(NS(=O)(=O)c2ccc(NC(=S)NC(=O)c3cccc(F)c3)cc2)nn1 | -3% | -7% |
| COc1ccc2oc(-c3cccc(NC(=O)CSc4ccc(Cl)cc4)c3)nc2c1 | u | -2% |
| CCCCOC(=O)CSc1nnc(N)s1 | -4% | 4% |
| Cc1nn(-c2ccccc2)c2sc(C(=O)N(CC(=O)NC(C)(C)C)Cc3ccco3)cc12 | -3% | -1% |
| CN(C)S(=O)(=O)c1ccc(NC(=O)N2CCOCC2)cc1 | 4% | 8% |

Following part.
SMILES	GAA glycogen	TRb-SRC2 inh	TR SRC2 fluor cs	aGlu spleen mod	GAA inh	RGS12 GoLoco inh	RECQ1 inh	L3MBTL1 inh
Cc1ccc(S(=O)(=O)N2CCCCC2)cc1NC(=O)CSc1nnc(N)s1	-8%	1%	1%	4%	11%	32%	-6%	3%
COc1cccc([C@@H]2Oc3ccc(OC)cc3[C@H](O)[C@H]2O)c1	x	3%	0%	-1%	x	3%	i	x
O=[N+]([O-])c1ccc2c(c1)[nH]c(=S)n2-c1ccccc1	-3%	-3%	-1%	5%	7%	0%	i	1%
CC(=O)c1cccc(NS(=O)(=O)c2ccc(N/C=C/C(=O)c3ccc(F)cc3)cc2)c1	-1%	6%	0%	-1%	-11%	36%[activator]	-1%	-18%
Cc1ccc2nc(N3CCN(C(=O)c4cccs4)CC3)c(C#N)cc2c1	0%	1%	1%	0%	4%	x	-2%	36%[activator]
C=CCOCCN1C(=O)C2C3C=CC(C2C1=O)C1C2C(=O)N(CCOCC=C)C(=O)C2C31 (stereo not drawn)	2%	-4%	-1%	-6%	-5%	3%	-4%	x
O=C(Nc1ccccc1NC(=O)C1CCCO1)c1ccco1 (stereo not drawn)	-12%	0%	-3%	-8%	5%	10%	i	-3%
CN(C)S(=O)(=O)Oc1ccccc1C(=O)Nc1ccc(F)cc1F	23%	7%	-2%	-17%	10%	20%	i	3%
COc1cc(NC(=O)COc2ccc(-n3cnnn3)cc2)c(OC)cc1Cl	-2%	2%	-7%	-1%	-1%	0%	-16%	0%[11.4 µM]
COc1cccc(C(=O)/C=C/Nc2ccc(S(=O)(=O)Nc3ncccn3)cc2)c1	5%	4%	2%	-1%	-1%	2%	-2%	4%
CCOC(=O)c1ccc(NC(=O)CSc2nc(C)nc3c2c(=O)n(C)c(=O)n3C)cc1	5%	3%	0%	0%	-7%	3%	-16%	x
O=C(Cc1c[nH]c2ccccc12)OCC(=O)c1ccccc1	5%	1%	0%	-5%	2%	11%	-7%	-3%
CCOC(=O)Cc1c(C)c2c(O)cc(O)cc2oc1=O	-10%	4%	-3%	12%	u	9%	-1%	-3%[11.4 µM]
Cc1cccc(OCC(=O)NCC2CCCO2)c1C (stereo not drawn)	-11%	-5%	0%	2%	-5%	16%	i	1%

Bioassay records from PubChem.

The list is partial (hit frequency here may not be typical).
